NFkB binder = NF-kappa-B p105 (human) binding. Small molecule microarray, anti-His fluorescence binding. calls only. AID 624139. actives 1.3% (n = 17,000);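 active means spot fluorescence over background significantly raised, with a chance value under 7% in all four replicate spots of the compound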;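 further: probe protein is his-tagged human p50 processed subunit at 1 µg/ml; raw spot fluorescence signals with no normalization applied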
Target sequence (P19838 1-433 limits assumed): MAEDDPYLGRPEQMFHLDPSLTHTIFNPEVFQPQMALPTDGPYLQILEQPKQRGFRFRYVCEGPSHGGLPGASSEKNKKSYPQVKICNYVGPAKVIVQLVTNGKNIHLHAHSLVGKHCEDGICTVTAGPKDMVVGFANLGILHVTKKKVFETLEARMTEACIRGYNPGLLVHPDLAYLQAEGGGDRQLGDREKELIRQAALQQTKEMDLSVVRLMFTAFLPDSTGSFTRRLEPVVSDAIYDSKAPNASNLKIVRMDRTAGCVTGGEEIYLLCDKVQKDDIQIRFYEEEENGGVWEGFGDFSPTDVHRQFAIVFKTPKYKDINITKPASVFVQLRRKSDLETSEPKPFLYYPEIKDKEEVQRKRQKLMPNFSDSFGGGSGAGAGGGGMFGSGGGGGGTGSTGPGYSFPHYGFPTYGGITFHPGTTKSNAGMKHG
Calls only; i = inactive; + = active, no number. These rows are one share of the data; count on the stated rates, not on these rows.

Molecule | NFkB binder
C[C@H](CO)N1C[C@H](C)[C@@H](CN(C)CC2CC2)Oc2ccc(NC(=O)Nc3cccc4ccccc34)cc2CC1=O | i
C[C@@H]1CN([C@H](C)CO)C(=O)c2cccc(NC(=O)c3cnccn3)c2O[C@H]1CN(C)S(C)(=O)=O | i
C[C@@H]1CN([C@@H](C)CO)C(=O)c2cc(NC(=O)Nc3ccccc3)ccc2O[C@@H](C)CCCCO[C@@H]1CN(C)Cc1ccncc1 | i
Cc1noc(C)c1NC(=O)N(C)C[C@H]1Oc2ccc(NC(=O)NC3CCCCC3)cc2C(=O)N([C@H](C)CO)C[C@H]1C | i
Cc1noc(C)c1S(=O)(=O)Nc1ccc2c(c1)C(=O)N([C@@H](C)CO)C[C@H](C)[C@@H](CN(C)C(=O)Nc1ccccc1)OCCCC[C@@H](C)O2 | i
O=C(OCC1OC(Oc2ccc(O)cc2COC(=O)C2(O)C(O)CCC2(O)C(=O)O)C(O)C(O)C1O)c1ccccc1 (centres undefined) | i
COc1ccc(S(=O)(=O)N(C)C[C@H]2Oc3c(NS(=O)(=O)c4ccccc4)cccc3C(=O)N([C@H](C)CO)C[C@H]2C)cc1 | i
Cn1c(SCC(=O)Nc2ccc(C(=O)O)cc2)nnc1-c1ccncc1 | i
COc1ccccc1CNCc1cccc(OC)c1OC | i
C[C@@H]1CN([C@@H](C)CO)C(=O)c2cccc(NC(=O)Nc3ccc(C(F)(F)F)cc3)c2O[C@H]1CN(C)S(=O)(=O)c1ccccc1 | i
C[C@H]1CN([C@@H](C)CO)C(=O)Cc2cc(NC(=O)NC3CCCCC3)ccc2O[C@H]1CN(C)Cc1ccccc1 | i
Cc1cccc(NC(c2ccccc2[N+](=O)[O-])c2ccc3ccc(C)nc3c2O)n1 (centres undefined) | i
C[C@H]1CN([C@@H](C)CO)C(=O)c2cccc(NS(=O)(=O)c3ccccc3)c2O[C@H]1CN(C)C(=O)Nc1ccc(C(F)(F)F)cc1 | i
Cc1ccnc(SCC(=O)Nc2sc3c(c2C(=O)Nc2ccccc2)CCCC3)n1 | i
C[C@H](CO)N1C[C@H](C)[C@H](CN(C)C(=O)CCCN(C)C)OCCCC[C@H](C)Oc2ccc(NC(=O)Cc3ccccc3)cc2C1=O | i
Cc1ccc(S(=O)(=O)Nc2ccc3c(c2)CC(=O)N([C@@H](C)CO)C[C@H](C)[C@H](CN(C)Cc2ccncc2)O3)cc1 | i
COc1ccc2oc(=O)c(C(=O)NCc3ccco3)cc2c1 | i
C[C@H]1CCCCO[C@@H](CN(C)CC2CC2)[C@@H](C)CN([C@@H](C)CO)C(=O)c2cc(NS(=O)(=O)c3ccccc3)ccc2O1 | i
Cc1nnc(SCC2=NN(c3nc4ccccc4s3)C(=O)C2)s1 | i
C[C@@H]1CCCCO[C@H](CN(C)C)[C@@H](C)CN([C@@H](C)CO)C(=O)c2cc(NC(=O)Cc3ccccc3)ccc2O1 | i

3 structures from above, sorted by number of heavy atoms, high to low:
Molecule | NFkB binder
C[C@H](CO)N1C[C@H](C)[C@H](CN(C)C(=O)CCCN(C)C)OCCCC[C@H](C)Oc2ccc(NC(=O)Cc3ccccc3)cc2C1=O | i
O=C(OCC1OC(Oc2ccc(O)cc2COC(=O)C2(O)C(O)CCC2(O)C(=O)O)C(O)C(O)C1O)c1ccccc1 (centres undefined) | i
COc1ccccc1CNCc1cccc(OC)c1OC | i

Next part.
Molecule | NFkB binder
CC(=O)Nc1ccc(NC(=O)CSc2nccc(=O)[nH]2)cc1 | i
COc1ccc(COCC23N=C4SCCCN4[C@H](c4ccccc4O2)[C@H]3CO[Si](C)(C)C(C)(C)C)cc1 | i
O=C1C=CC(=O)C2=C1C1c3ccccc3C2c2ccccc21 | i
C[C@H]1CN([C@@H](C)CO)C(=O)c2cccc(NS(=O)(=O)c3cccs3)c2O[C@H]1CN(C)Cc1ccc(-c2ccccc2)cc1 | i
COc1ccccc1NC(=S)NCc1cccnc1 | i
CNC[C@@H]1Oc2ccc(NC(=O)Nc3ccc(F)cc3)cc2CC(=O)N([C@H](C)CO)C[C@@H]1C | i
C=C(CO)C1Cc2cc(C(C)=O)ccc2O1 (centres undefined) | i
CNC[C@@H]1Oc2c(NC(=O)c3ccc(-c4nccs4)cc3)cccc2C(=O)N([C@H](C)CO)C[C@H]1C | i
C[C@@H]1CN([C@@H](C)CO)C(=O)c2cc(NC(=O)c3ccccc3)ccc2O[C@@H](C)CCCCO[C@H]1CN(C)C(=O)Nc1ccccc1 | i
CSc1cccc(NC(=O)CSc2nnc(-c3ccc(Br)cc3)o2)c1 | i
COc1ccc(CN(C)C[C@@H]2Oc3ccc(NC(=O)Cc4ccccc4)cc3CC(=O)N([C@@H](C)CO)C[C@@H]2C)cc1 | i
O=C(O)CC(c1ccc(F)cc1)c1ccco1 (centres undefined) | i
Cc1noc(C)c1S(=O)(=O)Nc1ccc2c(c1)C(=O)N([C@@H](C)CO)C[C@@H](C)[C@@H](CN(C)C(=O)NC(C)C)OCCCC[C@@H](C)O2 | i
O=[N+]([O-])c1ccccc1OCCCCSc1ncccn1 | i
C=CCOC(=O)C1=C[C@H](c2ccc(C(F)(F)F)cc2)[C@@H](CCCO)[C@H](OCC)O1 | i
O=C(C1=C[C@H](C2CCCCC2)C[C@H](OCc2ccc(CO)cc2)O1)N1CCOCC1 | i
COc1ccc(S(=O)(=O)N(C)C[C@H]2Oc3ccc(NC(=O)CCC(F)(F)F)cc3C(=O)N([C@@H](C)CO)C[C@H]2C)cc1 | i
COC(=O)c1c(NC(=O)c2cc(-c3ccccn3)nc3c(C)cc(C)cc23)sc(C)c1C | i
O=C(O)c1cc(N(Cc2ccccc2O)Cc2ccccc2O)ccc1O | i
C[C@@H]1CN([C@H](C)CO)C(=O)c2cccc(NC(=O)Nc3ccc(F)cc3)c2O[C@@H]1CN(C)Cc1ccc(C(=O)O)cc1 | i
CC(=O)OC[C@@]12C(=O)C[C@@H](C)[C@]3(C[C@@H](c4ccoc4)OC3=O)[C@H]1CC[C@H](OC(C)=O)[C@]21CO1 | i
CN(C)CCN(C)Cc1cc([N+](=O)[O-])ccc1O | i
C[C@@H]1CCCCO[C@@H](CN(C)S(=O)(=O)c2ccccc2)[C@@H](C)CN([C@@H](C)CO)C(=O)c2cc(NS(=O)(=O)c3cn(C)cn3)ccc2O1 | i
COc1ccc2ccccc2c1CNCc1ccccn1 | i
COc1ccccc1S(=O)(=O)N(C)C[C@H]1OCc2cnnn2CCCC(=O)N([C@H](C)CO)C[C@@H]1C | i
C[C@@H]1CN([C@@H](C)CO)C(=O)c2cccc(NC(=O)Nc3ccc(C(F)(F)F)cc3)c2O[C@@H]1CN(C)S(=O)(=O)c1cn(C)cn1 | i
C[C@@H]1CN([C@@H](C)CO)C(=O)c2cc(NC(=O)Nc3ccccc3)ccc2O[C@H]1CN(C)C(=O)Nc1ccccc1 | i
N#Cc1c(N)nc(SCC(=O)c2ccc(Cl)cc2)c(C#N)c1-c1ccco1 | i
CC(C)NC(=O)Nc1ccc2c(c1)C(=O)N([C@@H](C)CO)C[C@@H](C)[C@H](CN(C)Cc1ccc(C(=O)O)cc1)OCCCC[C@H](C)O2 | i
COc1ccc(S(=O)(=O)Nc2cccc3c2O[C@H](CN(C)Cc2ccncc2)[C@@H](C)CN([C@@H](C)CO)C3=O)cc1 | i
Cc1noc(C)c1NC(=O)N(C)C[C@@H]1Oc2ccc(NC(=O)C3CC3)cc2C(=O)N([C@H](C)CO)C[C@H]1C | i
O=C(NCCCCN1CCN(c2cccc(Cl)c2Cl)CC1)c1ccc2c(c1)Cc1ccccc1-2 | i
Cc1cccc(S(=O)(=O)NC(C(=O)O)C(C)C)c1 (centres undefined) | i
C[C@@H]1CN([C@@H](C)CO)C(=O)Cc2cc(NC(=O)Nc3ccc(C(F)(F)F)cc3)ccc2O[C@H]1CN(C)Cc1ccncc1 | i
Cc1noc(C)c1S(=O)(=O)Nc1cccc2c1O[C@@H](CN(C)C(=O)Nc1ccc(F)cc1)[C@@H](C)CN([C@H](C)CO)C2=O | i
CC(C)NC(=O)N(C)C[C@@H]1OCCCC[C@H](C)Oc2ccc(NC(=O)c3ccncc3)cc2C(=O)N([C@H](C)CO)C[C@@H]1C | i
COc1ccc(-c2oc3cc(OC)c(OC)c(O)c3c(=O)c2OC)cc1OC | i
COC(=O)c1cccc2nc3c(C(C)O)cccc3nc12 (centres undefined) | i
C[C@@H]1CCCCO[C@@H](CN(C)S(=O)(=O)c2ccccc2)[C@@H](C)CN([C@@H](C)CO)C(=O)c2cc(NS(=O)(=O)c3cccs3)ccc2O1 | i
CC1CCN(S(=O)(=O)c2cccc(C(=O)N(Cc3ccccc3)c3ccccn3)c2)CC1 | i

Of the compounds above, these have a thiophene ring, fused or not:
Molecule | NFkB binder
Cc1ccnc(SCC(=O)Nc2sc3c(c2C(=O)Nc2ccccc2)CCCC3)n1 | i
C[C@H]1CN([C@@H](C)CO)C(=O)c2cccc(NS(=O)(=O)c3cccs3)c2O[C@H]1CN(C)Cc1ccc(-c2ccccc2)cc1 | i
COC(=O)c1c(NC(=O)c2cc(-c3ccccn3)nc3c(C)cc(C)cc23)sc(C)c1C | i
C[C@@H]1CCCCO[C@@H](CN(C)S(=O)(=O)c2ccccc2)[C@@H](C)CN([C@@H](C)CO)C(=O)c2cc(NS(=O)(=O)c3cccs3)ccc2O1 | i

Carrying on.
Molecule | NFkB binder
CC(C)CC(=O)O[C@@H]1OC=C(CO[C@@H]2O[C@H](CO)[C@@H](O)[C@H](O)[C@H]2O)[C@H]2C[C@H](O)[C@@](C)(O)[C@@H]12 | i
Cc1cc(C(F)F)n2nc(C(=O)Nc3c(C)nn(Cc4ccc(Cl)cc4)c3C)nc2n1 | i
C[C@@H]1CCCCO[C@@H](CN(C)C(=O)C2CCCCC2)[C@@H](C)CN([C@H](C)CO)C(=O)c2cc(NC(=O)c3ccncc3)ccc2O1 | i
C[C@@H]1CN([C@@H](C)CO)C(=O)CCCn2cc(nn2)CO[C@H]1CN(C)S(=O)(=O)c1cn(C)cn1 | i
COc1cccc2cc(C(=O)Nc3cccc(Cn4cccn4)c3)c(=O)oc12 | i
Cc1nc(SCC(=O)N2c3ccccc3Sc3ccccc32)nc2c1CCCC2 | i
Cc1noc(C)c1NC(=O)N(C)C[C@@H]1Oc2ccc(NC(=O)c3ccncc3)cc2CC(=O)N([C@@H](C)CO)C[C@@H]1C | i
C[C@H]1CN([C@@H](C)CO)C(=O)Cc2cc(NC(=O)CCC(F)(F)F)ccc2O[C@@H]1CN(C)Cc1ccc2c(c1)OCO2 | i
O=C(c1cccc(NS(=O)(=O)c2cccc([N+](=O)[O-])c2)c1)N1CCOCC1 | i
C[C@H]1CCCCO[C@@H](CN(C)CC2CCCCC2)[C@@H](C)CN([C@@H](C)CO)C(=O)c2cc(NC(=O)C3CCCCC3)ccc2O1 | +
COc1ccc(CN(C)C[C@H]2OCCCC[C@H](C)Oc3ccc(NC(=O)C4CCCCC4)cc3C(=O)N([C@@H](C)CO)C[C@@H]2C)cc1 | i
COc1ccc(S(=O)(=O)N(C)C[C@@H]2Oc3ccc(NC(=O)Cc4ccccc4)cc3CC(=O)N([C@H](C)CO)C[C@H]2C)cc1 | i
C[C@@H]1CN([C@@H](C)CO)C(=O)Cc2cc(NC(=O)C3CC3)ccc2O[C@@H]1CN(C)Cc1ccncc1 | i
O=C(CCCc1ccc(-c2ccccc2F)cc1)Nc1ccc(O)cc1 | i
COCCOC(=O)C1=C(C)NC(C)=C(C(=O)OC/C=C/c2ccccc2)C1c1cccc([N+](=O)[O-])c1 (centres undefined) | i
COC(=O)C(CC#Cc1ccc2c(c1)[C@]1(C(=O)N2)[C@H](C(=O)NC[C@H](O)c2ccccc2)[C@H]2C(=O)O[C@H](c3ccccc3)[C@H](c3ccccc3)N2[C@@H]1c1ccccc1OCCO)C(=O)OC | i
Cc1nn(Cc2ccc(F)cc2)c(C)c1NC(=O)C1CC(c2c(F)cccc2Cl)=NO1 (centres undefined) | i
Cn1c(COc2cccc3cccnc23)nnc1SCC(N)=O | i
C[C@@H]1CN([C@H](C)CO)C(=O)Cc2cc(NC(=O)NC3CCCCC3)ccc2O[C@@H]1CN(C)C(=O)Nc1cccc2ccccc12 | i
CCc1c(C)sc(NC(=O)COc2ccc(Cl)cc2)c1C(N)=O | i
COC(=O)COc1cccc(NC(=O)c2ccc(NC(=O)c3ccco3)cc2)c1 | i
C[C@@H]1CN([C@@H](C)CO)C(=O)c2cc(N(C)C)ccc2O[C@@H](C)CCCCO[C@H]1CN(C)C | i
CC(C)NC(=O)N(C)C[C@@H]1Oc2c(NS(=O)(=O)c3ccccc3)cccc2C(=O)N([C@H](C)CO)C[C@H]1C | i
COc1ccc(CN(C)C[C@@H]2Oc3c(NS(=O)(=O)c4ccc(OC)cc4)cccc3C(=O)N([C@@H](C)CO)C[C@H]2C)cc1 | i
Cc1cc(NC(=O)CCN2CCC(C(N)=O)CC2)ccc1Br | i
COc1ccc(S(=O)(=O)Nc2ccc3c(c2)C(=O)N([C@@H](C)CO)C[C@@H](C)[C@H](CN(C)S(=O)(=O)c2ccc(OC)cc2)O3)cc1 | i
Cc1cc2nnc(SCC(=O)Nc3ccc(Cl)c(C(F)(F)F)c3)n2c2ccccc12 | i
C[C@@H]1CN([C@@H](C)CO)C(=O)c2cccc(NS(C)(=O)=O)c2O[C@@H]1CN(C)S(=O)(=O)c1cccs1 | i
CC(C)NC(=O)Nc1ccc2c(c1)C(=O)N([C@H](C)CO)C[C@H](C)[C@H](CN(C)S(=O)(=O)c1cccs1)OCCCC[C@@H](C)O2 | i
Cc1noc(C)c1NC(=O)Nc1ccc2c(c1)C(=O)N([C@H](C)CO)C[C@@H](C)[C@@H](CN(C)C(=O)NC(C)C)OCCCC[C@@H](C)O2 | i
Cc1ccc(S(=O)(=O)N(CC(=O)Nc2ccc(C(N)=O)cc2)C2CCCCC2)cc1 | i

Screens (PubChem)
